Compound activity deposited in PubChem by several laboratories.
XIAP displacement: XIAP antagonists, biochemical, IAP family, fluorescence polarization (AID 1018). displacement, % at 20 µM, or IC50 in µM where a hit was titrated. XIAP BIR domain, fluorescence polarization peptide displacement; higher % means a stronger effect. 200,000 compounds, 0.007% hits; in the data active means displacement above about 50%; further: a part of the inactive calls stands beside numbers as strong as those of hits
UTI89 phage lysis: inhibition of K1F phage lysis, E. coli UTI89, bacterial capsule biogenesis inhibitors, alamar blue (AID 488966) | E. coli UTI89 K1F phage lysis, alamar blue, 2 h; higher % means a stronger effect | one-dose inhibition, % at 100 µM; IC50 in µM for titrated hits | 340,000 compounds, 0.02% hits;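 active means phage lysis inhibition, versus mean bacterial control, above a set limit; inconclusive means no clear call, values can overlap the other calls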;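 further: capsule biogenesis inhibitors block K1F phage lysis so surviving cells raise fluorescence; higher fluorescence means more inhibition of phage lysis; actives were called in the ten point dose series up to 300 µM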
human PMI inhibition: inhibitors of human PMI, primary screen, biochemical, fluorescence intensity, coupled assay (AID 1209); purified PMI enzyme, coupled fluorescence intensity; higher % means a stronger effect; one-dose inhibition, % at 20 µM; IC50 in µM for titrated hits; 190,000 compounds, 0.42% hits;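 further: plate controls were DMSO vehicle for no effect and wells lacking substrate for full effect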
human PMI inhibitors: MPI inhibition at elevated mannose 6-phosphate – biochemical, fluorescence intensity, high mannose 6-phosphate, primary screen (AID 1220); recombinant PMI enzyme, coupled fluorescence intensity; higher % means a stronger effect; inhibition, % at 20 µM; hits with a dose series show IC50 in µM; 190,000 compounds, 0.66% hits
TNAP activators: human TNAP enzyme activators, primary screen, biochemical, luminescent, no phosphate acceptor, uHTS (AID 1001); purified TNAP, luminescent activation assay, no phosphate acceptor; higher activation fold means a stronger effect; activation fold at 20 µM, or EC50 in µM where a hit was titrated; 200,000 compounds, 0.03% hits; in the data active means activation fold from about 3, or a potency from the dose series; inactive means the rest, 99 in 100 with activation fold below about 1.6; further: many of its hits are not listed in these tables
Siah-1 displacement: blockers of Siah-1 interaction with plectin peptide – biochemical, fluorescence polarization, rhodamine-plectin, uHTS, primary screen (AID 1817) | one-dose displacement, % at 20 µM; IC50 in µM for titrated hits | 290,000 compounds, 0.02% hits | Siah-1 / rhodamine-plectin peptide fluorescence polarization; higher % means a stronger effect;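 active means displacement of at least 50% at 20 µM, with a fluorescence ratio check between 0.3 and a set limit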;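 further: plate controls were Siah plus tracer with DMSO for no effect and tracer alone without Siah for full effect; strong numbers were not always called active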
M17LAP inhibition: P. falciparum M17LAP inhibitors, primary screen, biochemical, fluorogenic H-Leu-NHMec substrate, 1536-well (AID 1619) | 220,000 compounds, 0.38% hits | recombinant M17LAP, H-Leu-NHMec fluorogenic kinetic assay; higher % means a stronger effect | inhibition, % at 30 µM; hits with a dose series show IC50 in µM;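 active means compound inhibiting the enzyme by more than half at any dose during confirmatory dose-response retesting; inconclusive means strong single-dose inhibitors picked by rank but not retested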;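 further: plate controls were full reaction with DMSO carrier for no effect and no enzyme background for full effect; strong numbers were not always called active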
Hep lipid drop: modulators of hepatic lipid droplet formation; AML12 mouse hepatocytes, oleate lipid droplets, BODIPY imaging; inhibition, % at 6.5 µM; 240,000 compounds, 0.4% hits; AID 1656;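 active means lipid droplet intensity inhibited by at least 50%, with more than 500 cells counted; inconclusive means wells with under 300 cells, treated as cytotoxic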
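Assay system: AML12 hepatocytes (mouse) / Also added: 100 µM oleic acid challenge / Times: overnight treatment with compound plus oleate / Detection: high-content imaging of BODIPY-stained droplets and DAPI nuclei / Evaluation: % inhibition of lipid droplet signal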
M1AAP inhibition: P. falciparum M1AAP inhibitors, biochemical, fluorogenic H-Leu-NHMec substrate, 1536-well (AID 1445). inhibition, % at 30 µM, or IC50 in µM where a hit was titrated. 220,000 compounds, 0.42% hits. recombinant M1AAP, H-Leu-NHMec fluorogenic kinetic assay; higher % means a stronger effect;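 active means primary inhibition above the hit cutoff, then over 50% inhibition at one or more dose response concentrations, cut at about 23% in these data, passing the limit was not always enough; inconclusive means conflicting primary data, or primary hits not chosen for dose response; inactive means low primary inhibition, or under 50% at every dose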;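 further: plate controls were DMSO full reaction for no effect and no enzyme background for full effect; strong numbers were not always called active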
Hep lipid drop cells 6.5 µM: further read-out of Hep lipid drop, marked with its call; cell count; measured here: cell count, cytotoxicity flag;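 cells counted across two imaged fields per well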
* = called active by the depositor; i = inactive; ? = inconclusive; nt = no result given; ! = not confirmed by another sample; [ ] = dose if it differs, or a comment. Unless noted, no stated cut-off is given here; in the data, active means inhibition above about 50%; inactive means the rest.

SMILES	XIAP displacement	UTI89 phage lysis	human PMI inhibition	human PMI inhibitors	TNAP activators	Siah-1 displacement	M17LAP inhibition	Hep lipid drop	Hep lipid drop cells 6.5 µM	M1AAP inhibition
CC1=C(C(=O)Nc2ccccc2)C(c2cccnc2)n2ncnc2N1 (stereo not given)	-1.1%	0.4%	3%	1%	1.1	2%	0%	19	702	-1%
CSc1nc2ccc3nc(NC(=O)c4ccc(C)cc4)sc3c2s1	-16%	0.3%	18%	20%	1	9%	-6%	-9	639	3%
CCN1CCN(C(C(=O)NC2CCCC2)c2cc3c(cc2[N+](=O)[O-])OCO3)CC1 (stereo not given)	-4.4%	0.3%	10%	46%	1.1	-2%	18%	-30	660	4%
CS(=O)(=O)c1sc(C#N)c2c1C(=O)CC(c1ccccc1)C2 (stereo not given)	nt	-1.1%	nt	nt	nt	15%	4%	-1	735	1%
O=C(NCC1COc2ccccc2O1)c1ccccc1 (stereo not given)	-3.0%	0.5%	-6%	-3%	1.1	-5%	36%	nt	nt	11%
COc1cc2c(cc1O)C(Cc1ccc(O)cc1)[N+](C)([O-])CC2 (stereo not given)	nt	1.0%	nt	nt	nt	-4%	7%	-3	741	-4%
O=C(NCCC1=CCCCC1)C(=O)NCC(c1ccco1)N1CCN(c2ccccc2)CC1 (stereo not given)	-6.8%	0.3%	18%	11%	1.1	0%	-22%	-8	603	1%
CCOC(=O)c1sc(NC(=O)c2cc3n(n2)C(C(F)(F)F)CC(c2ccccc2)N3)c(C(=O)OCC)c1C (stereo not given)	-7.3%	1.8%	20%	8%	1.1	-5%	-13%	nt	nt	14%
O=C(CSc1nnnn1C1CCCCC1)N1CCN(C(=O)c2ccco2)CC1	-1.5%	-1.1%	nt	nt	1.1	0%	-9%	-20	647	4%
COC(=O)Cn1c(=NC(=O)CSCC(=O)Nc2cc(C)on2)sc2ccccc21	nt	-1.4%	nt	nt	nt	16%	6%	4	753	3%
COc1cccc(NC(=O)Nc2ccc3c(c2)nnn3C)c1	-4.9%	0.2%	-5%	11%	1.1	-6%	13%	-12	679	0%
CC(=O)N1CCc2cc(S(=O)(=O)CCC(=O)N3CCc4ccccc4C3)ccc21	-4.1%	0.4%	-8%	-8%	1.1	2%	-19%	-27	749	5%
O=C(Nc1nnc(Cc2ccc(Cl)cc2)s1)C1CCCO1 (stereo not given)	-3.9%	0.1%	9%	0%	1.1	-5%	45%	-8	724	6%
CCCCNC(=O)CCC(=O)Nc1ccc2nc(N3CCN(C)CC3)cc(C)c2c1	-2.4%	1.2%	7%	12%	1	-2%	-5%	5	746	6%
CN(C)S(=O)(=O)c1cccc(NC(=O)c2ccc3nccnc3c2)c1	nt	-0.5%	nt	nt	nt	-5%	14%	-1	689	4%
O=C(Nc1ccon1)c1ccc(N2CCCCC2)c([N+](=O)[O-])c1	-8.0%	-0.2%	7%	12%	1	-1%	6%	-7	716	3%
COCCCN1C(=O)C(O)=C(C(C)=O)C1c1ccccn1 (stereo not given)	-3.5%	-0.5%	7%	-4%	1.2	-2%	9%	13	689	1%
O=C(Nc1ccc(S(=O)(=O)NCc2ccco2)cc1)c1ccc2ccccc2n1	-4.7%	0.0%	19%	14%	1.1	5%	0%	-2	641	3%
CCOC(=O)c1cc2c(=O)n3ccccc3nc2n(CCOC)c1=NC(=O)c1ccncc1	0.7%	-0.2%	-26%	-41%	1.1	4%	i	-3	648	45%*!
COc1ccc(C2(C(=O)Nc3cc(C)on3)CCOCC2)cc1	-0.1%	-0.8%[50 µM]	-6%	-4%	1	5%	8%	-6	751	5%
CC(=O)c1c(C)n(C)c2ccc(OC(=O)c3ccc([N+](=O)[O-])cc3)cc12	-10%	0.3%	9%	7%	1.2	1%	2%	2	627	1%
N#Cc1ccc(OCc2nnc(SCC(=O)N3CCCc4ccccc43)n2-c2ccccc2)cc1	1.8%	0.5%	6%	13%	1.1	2%	-3%	nt	nt	0%
COc1cc2c(cc1O)[C@H](Cc1ccc(Oc3cc(C[C@@H]4NCCc5cc(OC)c(O)cc54)ccc3O)cc1)NCC2	-11%	nt	2%	36%	1	1%	-1%	-3	706	?
O=C(CSc1nc2ccccc2o1)Nc1ccc(N2CCOCC2)c(Cl)c1	-9.7%	9.5%	22%	22%	1	-6%	6%	-11	837	-1%
COC(=O)CC1(c2cccc3ccccc23)C(=O)c2ccccc2C1=O	-3.1%	11%	9%	4%	1.2	1%	8%	-10	752	5%
COc1cc(C(Nc2ccc(S(=O)(=O)N3CCC(C)CC3)cc2)C(=O)NCC2CCCO2)cc(OC)c1OC (stereo not given)	-4.1%	0.8%[50 µM]	-4%	-1%	1.1	-2%	-1%	-21	759	0%
Cc1ccn(C(=O)c2ccc(NC(=O)CC(C)C)cc2)n1	-3.6%	2.0%	-2%	-1%	1.1	4%	-4%	-1	698	-1%
N#C/C(=C/c1ccc(-c2ccc(Br)cc2)o1)C(=O)NC1CCCCC1	-1.2%	0.3%	6%	-1%	1.2	4%	-3%	2	563	3%
Cc1cccn2c(=O)c(C=O)c(NCc3ccccc3)nc12	nt	nt	nt	nt	nt	-1%	7%	3	747	1%
COn1c(-c2ccccc2)nc2ccc(Cl)cc21	-6.1%	0.6%	6%	1%	1.1	2%	1%	nt	nt	16%
NS(=O)(=O)c1ccc(NCc2c(F)cccc2Cl)cc1	-7.7%	-2.2%	-2%	5%	1	-4%	-1%	nt	nt	-2%
O=c1[nH]c(N2CCCCCC2)nc2ncn(Cc3ccccc3)c12	nt	-0.5%[50 µM]	nt	nt	nt	6%	-4%	18	725	0%
CC1CN(C2CCCCC2)c2nc3c(c(=O)n(C)c(=O)n3C)n2C1 (stereo not given)	-9.7%	5.1%	6%	3%	1.1	0%	-2%	nt	nt	15%
CCN(CC)Cc1c(-c2ccccc2)[nH]c2ccc(C)cc2c1=O	-7.9%	-0.1%	-6%	-8%	1.2	0%	-2%	12	802	5%
COc1ccc(Cl)cc1NC(=O)COC(=O)/C=C/c1c(C)nn(C2CCS(=O)(=O)C2)c1Cl (stereo not given)	-4.4%	-0.9%	16%	9%	1	3%	14%	nt	nt	5%
C/C(=N/NC(=O)CNC(=O)c1ccccc1F)c1ccc2c(c1)CCCC2	-1.2%	0.2%	-3%	-5%	1	-1%	22%	-10	693	-1%
Cc1ccc(N2CC(C(=O)N/N=C/c3cccc([N+](=O)[O-])c3)CC2=O)cc1 (stereo not given)	-3.8%	3.5%[50 µM]	9%	12%	0.9	2%	-3%	-3	616	0%
CCOC(=O)N1CCc2[nH]c3ccc(C)cc3c2C1	-4.0%	0.0%	5%	3%	0.9	-5%	2%	5	592	1%
Cc1ccc(C(=O)NNC(=O)Cc2cccs2)cc1	5.2%	0.3%	5%	6%	1.2	6%	25%	0	698	5%
CCN1CCN(c2cc(C)c3cc(NC(=S)N4CCOCC4)ccc3n2)CC1	-7.8%	0.0%	-10%	13%	0.9	-8%	-9%	8	714	-1%
O=C(Nc1nc2ccccc2[nH]1)C12CC3CC(CC(C3)C1)C2	-0.2%	0.8%	17%	6%	1.1	4%	1%	8	813	-14%
Cc1cc(NC(=O)CSc2nc3ccccc3n2CCC#N)no1	-6.2%	2.8%	-11%	-8%	1.1	7%	3%	12	695	-2%
O=C(CN(CCc1ccccc1)C(=O)CNS(=O)(=O)c1ccccc1)NCC1CCCO1 (stereo not given)	-9.3%	4.5%	-5%	-4%	1	-4%	-15%	0	668	2%
Cc1cc(Br)ccc1SCC(=O)OCC(=O)Nc1ccccc1C#N	-5.4%	2.6%	5%	0%	1.1	0%	14%	4	605	3%
CC(=O)Nc1ccc(NC(=O)CSc2nnc(-c3ccc(NS(C)(=O)=O)cc3)n2C)cc1C	-2.8%	-0.5%	3%	4%	1.1	2%	-4%	1	677	4%

Reformatted: three of the compounds above
Order of values: XIAP displacement, UTI89 phage lysis, human PMI inhibition, human PMI inhibitors, TNAP activators, Siah-1 displacement, M17LAP inhibition, Hep lipid drop, Hep lipid drop cells 6.5 µM, M1AAP inhibition
> NS(=O)(=O)c1ccc(NCc2c(F)cccc2Cl)cc1
 : -7.7%, -2.2%, -2%, 5%, 1, -4%, -1%, nt, nt, -2%
> O=c1[nH]c(N2CCCCCC2)nc2ncn(Cc3ccccc3)c12
 : nt, -0.5%[50 µM], nt, nt, nt, 6%, -4%, 18, 725, 0%
> CC1CN(C2CCCCC2)c2nc3c(c(=O)n(C)c(=O)n3C)n2C1 (stereo not given)
 : -9.7%, 5.1%, 6%, 3%, 1.1, 0%, -2%, nt, nt, 15%

(list continues)
SMILES	XIAP displacement	UTI89 phage lysis	human PMI inhibition	human PMI inhibitors	TNAP activators	Siah-1 displacement	M17LAP inhibition	Hep lipid drop	Hep lipid drop cells 6.5 µM	M1AAP inhibition
c1ccc(CCN2CCN(c3ncnc4c3cnn4-c3ccccc3)CC2)cc1	-0.6%	-0.1%	6%	7%	1.1	2%	1%	-3	677	1%
Cc1cc(C(=O)N/N=C\c2ccc(COc3ccc([N+](=O)[O-])cc3)o2)ccc1[N+](=O)[O-]	-3.5%	2.7%	22%	21%	1.1	2%	-9%	-6	647	-4%
COc1ccc(C2/C=C\CN(C(=O)c3ccccc3)[C@H](Cc3ccccc3)C(=O)N2Cc2ccc(F)cc2)cc1 (stereo not given in full)	nt	0.8%	nt	nt	nt	9%	-3%	-4	626	2%
CCCCN(C)CCCNC(=O)c1cccc(N2CCCC2=O)c1	-3.4%	1.4%	-4%	-3%	1.1	-1%	-4%	0	753	-1%
COc1ccc(O)c(/C=N/NC(=S)Nc2cccnc2)c1	-0.7%	0.0%	-13%	-23%	2.7	-8%	7%	10	719	-6%
Cc1nnc(SCCn2c(N3CCN(Cc4ccccc4)CC3)nc3c2c(=O)[nH]c(=O)n3C)s1	-4.4%	0.1%	8%	10%	1	3%	-2%	nt	nt	3%
O=C(COC(=O)C1CCCN1C(=O)C12CC3CC(CC(C3)C1)C2)c1ccc(Br)cc1 (stereo not given)	0.6%	0.1%	-7%	-22%	1.3	-3%	-15%	0	663	1%
CCOC(=O)CNC(=O)CSc1nnc(COc2ccc(Cl)cc2)n1CC	-5.4%	-0.2%[50 µM]	-6%	10%	1	0%	-1%	nt	nt	4%
CC1(C)NC(=O)N(CC(O)COc2ccccc2-c2ccccc2)C1=O (stereo not given)	-2.2%	11%	3%	1%	1.1	-1%	-3%	nt	nt	1%
COc1cc(C2C=C(C34CC5CC(CC(C5)C3)C4)NC(=S)N2)cc(OC)c1OC (stereo not given)	-3.1%	-0.2%	2%	1%	1	-2%	-11%	22	757	2%
